Compound activity as filed in PubChem BioAssay.
MRP reversal: compounds reversing MRP-mediated drug resistance; differential viability (reversal), % at 10 µM; actives 0.04% (n = 85,000); H69AR cells + 2 uM doxorubicin, CellTiter-Glo, 72 h; AID 602;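 active = viability drop by adding the cancer drug above about 55%, with treated viability meeting a 40% cutoff, limit read from the data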;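 note: viability without doxorubicin minus viability with 2 µM doxorubicin for each compound; larger differential means the compound sensitizes cells more to doxorubicin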
MRP reversal cytotoxicity: second read-out of MRP reversal, no call of its own (marks repeat the call); viability, %; H69AR cells, CellTiter-Glo, 72 h; measured here: cytotoxicity without doxorubicin
MRP reversal with doxorubicin: also measured in MRP reversal; calls as there; viability, %; measured here: viability with 2 uM doxorubicin; active compounds read low
* hit, by the source's call. The list is partial (hit frequency here may not be typical).

SMILES	MRP reversal	MRP reversal cytotoxicity	MRP reversal with doxorubicin
COc1ccccc1N1CCN(c2cc(C)nc3nc(C)nn23)CC1	-48.5	40.0	88.5
Brc1ccc2c(c1)c1nc3ccccc3nc1n2CCN1CCOCC1	4.8	66.0	61.2
O=c1[nH]cc(F)c(=O)[nH]1	-12.0	81.5	93.5
CC(C)Oc1ccc2c(=O)c(-c3ccccc3)coc2c1	4.3	82.0	77.7
O=S(=O)(c1ccccc1)N1CCC(N2CCCCCC2)CC1	-3.8	90.1	93.9
N#CCC(=O)Nc1sc2c(c1C(N)=O)CCCC2	2.9	91.1	88.1
CN1CCN(CC(=O)N2c3ccccc3C(=O)Nc3cccnc32)CC1	-10.5	99.9	110.4
COc1ccc(Cl)cc1Nc1cc(C)nc2nc(C)nn12	0.4	80.5	80.1
CC(C(=O)O)c1ccc(-c2ccccc2)c(F)c1 (stereo not given)	-1.1	95.9	97.1
CS(=O)(=O)N1CCC(C(=O)Nc2ccc(F)cc2F)CC1	4.9	99.2	94.3
COc1ccc(C(=O)CN2C3=NCCCN3c3ccccc32)cc1OC	-29.5	92.2	121.7
COc1ccccc1-n1c(=O)[nH]c2c(C(N)=O)nc(-c3cccnc3)nc21	-6.2	46.5	52.7
O=C(Nc1ccccc1Cl)c1ccc2c(c1)N(Cc1ccc(F)cc1)C(=O)CS2=O (stereo not given)	-1.7	90.9	92.6
CCN(CC)CCNC(=O)c1sc2nc(-c3ccccc3)cn2c1C	13.4	86.5	73.1
CC(C)(C)NCC(O)c1cc(O)cc(O)c1 (stereo not given)	6.7	95.5	88.8
Cn1cc(C(=O)NCCN2CCN(c3ccccc3F)CC2)c2c3ccccc3n(C)c2c1=O	10.7	54.6	43.8
CN1CCc2c(n(CC(O)CN3C(=O)c4ccccc4S3(=O)=O)c3ccccc23)C1=O (stereo not given)	2.9	96.7	93.8
O=C(c1nnc(Cc2ccc(Cl)cc2)o1)N1CCc2ccccc2C1	12.6	105.2	92.6
CCOc1ccc(CCNc2cc(C)nc3ncnn23)cc1OCC	-35.8	54.9	90.7
COc1ccc2cc(CCC(C)=O)ccc2c1	-1.1	89.9	91.0

5 structures already listed, sorted by number of heavy atoms, smallest number first:
SMILES	MRP reversal	MRP reversal cytotoxicity	MRP reversal with doxorubicin
O=c1[nH]cc(F)c(=O)[nH]1	-12.0	81.5	93.5
O=C(c1nnc(Cc2ccc(Cl)cc2)o1)N1CCc2ccccc2C1	12.6	105.2	92.6
COc1ccc(C(=O)CN2C3=NCCCN3c3ccccc32)cc1OC	-29.5	92.2	121.7
O=C(Nc1ccccc1Cl)c1ccc2c(c1)N(Cc1ccc(F)cc1)C(=O)CS2=O (stereo not given)	-1.7	90.9	92.6
Cn1cc(C(=O)NCCN2CCN(c3ccccc3F)CC2)c2c3ccccc3n(C)c2c1=O	10.7	54.6	43.8

The list goes on.
SMILES	MRP reversal	MRP reversal cytotoxicity	MRP reversal with doxorubicin
CCC(=O)O[C@@H]1CC(=O)O[C@H](C)CC=CC=C[C@@H](O)[C@H](C)C[C@H](CC=O)[C@H](O[C@H]2O[C@H](C)[C@@H](O[C@H]3C[C@@](C)(O)[C@@H](OC(=O)CC)[C@H](C)O3)[C@H](N(C)C)[C@H]2O)[C@H]1OC	3.5	93.8	90.4
OC(CCN1CCCCC1)(c1ccccc1)c1ccccc1	-2.1	97.6	99.7
Cc1ccc(C(=O)Nc2ccccc2C(=O)NC(C(=O)O)C(C)C)cc1 (stereo not given)	7.8	94.1	86.3
CC(C)Oc1ccc(C2/C(=C(/O)c3ccc(F)cc3)C(=O)C(=O)N2CCCN(C)C)cc1 (stereo not given)	-1.4	99.5	100.9
COc1ccc(CN2C(=O)CCC2(C)C(=O)NC2CCCC2)c(OC)c1 (stereo not given)	5.4	101.8	96.4
CC1=NS(=O)(=O)c2cc(Cl)ccc2N1	-7.2	93.6	100.8
Cc1ccc2c(CSc3nc4ccccc4c(=O)n3CCCO)cc(=O)oc2c1	7.8	67.0	59.2
Cc1cccn2c(=O)c3cc(C(=O)N4CCc5ccccc54)n(C)c3nc12	-18.4	25.3	43.7
O=C(O)/C=C/c1ccc(O)c(O)c1	1.9	91.7	89.8
Cc1cccn2c(=O)c3cc(C(=O)NCc4ccccc4)c(=N)n(CCCN4CCOCC4)c3nc12	10.1	72.3	62.2
COC(=O)c1ccc(Cn2cnc3c(cnn3-c3ccc(Cl)cc3)c2=O)o1	14.2	99.2	85.0
CN(CC(=O)NCCc1ccccc1)S(=O)(=O)c1cccc2nsnc12	2.0	93.1	91.1
O=C(Nc1ccc(S(=O)(=O)N2CCCC2)cc1)C1COc2ccccc2O1 (stereo not given)	7.9	84.3	76.3
CC1CC(C)CN(S(=O)(=O)c2ccc(NC(=O)C3COc4ccccc4O3)cc2)C1 (stereo not given)	-20.8	61.3	82.0
Cc1cnc(-c2nnc(N(C)C(=O)c3ccncc3)s2)cn1	-13.8	87.0	100.7
COc1ccc(N2CCN(C(c3ccco3)c3sc4nc(C)nn4c3O)CC2)cc1 (stereo not given)	1.2	92.7	91.5
CCOC(=O)C(NC(=O)C1CCCN1C(=O)OCc1ccccc1)C(=O)OCC (stereo not given)	-8.5	92.9	101.4
CC(=O)c1cc2c(cc1NC(=O)c1ccc(-n3nc(C)cc3C)cc1)OCO2	-14.5	55.7	70.2
COc1ccc(-c2noc(-c3cccc(Cl)c3)n2)cc1OC	-8.4	90.1	98.5
N#Cc1ccccc1Cn1c(=O)n(CCC(=O)NCc2ccco2)c(=O)c2ccccc21	4.0	69.1	65.0
O=C(Nc1nnc(SCc2ccccc2F)s1)c1ccco1	4.0	105.7	101.7
COc1ccc(-c2nnc(N(C)C(=O)c3ccno3)s2)cc1	11.3	102.0	90.7
COc1ccc(C)cc1Nc1cc(C)nc2ncnn12	4.4	87.8	83.4
Cc1cc(=O)n2nc(N3CCC(C(=O)NCCC4=CCCCC4)CC3)sc2n1	5.8	103.0	97.2
COc1cc(OC)cc(-c2cc3nc4c(c(N5CCN(c6cnccn6)CC5)n3n2)CCCC4)c1	-9.3	71.3	80.6
CCCCCSc1nc(C)c(CC(=O)O)c(=O)[nH]1	-3.6	99.1	102.7
COc1nc(N2CCCC2)nc(-n2cc(-c3ccccc3)nn2)n1	0.4	88.8	88.4
CCOC(=O)N1CCc2c(sc3c2C(=O)NC(c2ccc(-c4ccc(Cl)cc4)o2)N3)C1 (stereo not given)	-8.3	30.1	38.5
CCC(=O)N1CCN(c2cc3c(cc2F)c(=O)c(C(=O)O)cn3CC)CC1	-0.8	99.5	100.3
C[C@]12CC[C@@H]3c4ccc(O[C@@H]5O[C@H](C(=O)O)[C@@H](O)[C@H](O)[C@H]5O)cc4CC[C@H]3[C@@H]1C[C@@H](O)[C@@H]2O	-12.9	93.4	106.4
CCCCn1cnc2c(c1=O)c1nc3ccccc3nc1n2Cc1ccc2c(c1)OCO2	-6.7	43.8	50.5
c1ccc(/N=C2\N=C(Nc3ccccn3)c3ccccc32)nc1	-19.0	1.0	20.0
CCOC(=O)c1cn(-c2ccccc2)nc1-c1cccnc1	3.7	77.6	73.8
Cc1ccccc1-n1c(Cn2c(=O)sc3ccccc32)nnc1SC(C)C	1.0	86.2	85.2
COc1ccc(NC(=O)CN2CC(c3ccccc3)CC2=O)cc1OC (stereo not given)	5.4	93.7	88.3
CCOCCn1cnc2sc(C(=O)NCC(=O)OCC)c(C)c2c1=O	8.1	98.5	90.4
Cc1ccc(/C(O)=C2/C(=O)C(=O)N(CCN3CCOCC3)C2c2cccnc2)cc1 (stereo not given)	-13.3	94.7	108.0
N[C@@H](Cc1cc(I)c(O)c(I)c1)C(=O)O	-13.5	91.6	105.0
COc1cc(C(c2sc3nc(C)nn3c2O)N2CCN(c3ccccc3)CC2)cc(OC)c1OC (stereo not given)	6.4	92.7	86.4
CC(=O)N1CCCc2cc(S(=O)(=O)Nc3ccc(C)cc3C)ccc21	5.7	96.0	90.3
CCCCOc1ccc(OCCCN2CCOCC2)cc1	6.1	97.2	91.2
CCOCCn1c(CN2CCC(C)CC2)nc2c1c(=O)n(C)c(=O)n2C	12.1	102.5	90.3
COc1ccccc1-n1cnc2cc(C(=O)NC3CCCC3)ccc21	16.2	85.9	69.7
Fc1cccc(CSc2nc3ccncc3[nH]2)c1	11.7	88.0	76.3
Cc1cc(Nc2ccc(F)cc2F)n2ncnc2n1	-4.7	90.3	95.0
O=C1C(=O)N(CCCN2CCOCC2)C(c2ccccn2)/C1=C(\O)c1ccc2c(c1)OCCO2 (stereo not given)	-3.9	92.3	96.2
O=C(CSc1nnc(Cn2c(=O)sc3ccccc32)n1CCc1ccccc1)N1CCCC1	4.8	85.1	80.4
CCOC(=O)N1CCC(N2Cc3cccc(C(=O)N4CC(C)CC(C)C4)c3C2=O)CC1 (stereo not given)	5.0	86.0	81.0
CCOC(=O)c1sc(NC(=O)CCn2nnc3ccccc32)c(C(=O)OCC)c1C	0.0	36.4	36.4
CCc1c(C)c(C#N)c2nc3ccccc3n2c1-n1nc(C)cc1C	2.6	61.8	59.2

Next structures follow.
SMILES	MRP reversal	MRP reversal cytotoxicity	MRP reversal with doxorubicin
Cc1cccc2nc(CSc3nc4[nH]ncc4c(=O)n3-c3cccc(Cl)c3)cc(=O)n12	8.4	41.8	33.3
COC(=O)CCC(=O)CN	3.9	81.5	77.6
Cc1nc2ncnn2c(C)c1Cc1ccc(Cl)cc1F	7.6	93.3	85.6
COc1ccc(CN2CCC(C(=O)N3CCN(c4ccccc4F)CC3)CC2)cc1OC	11.0	111.9	100.9
CCc1ccc(C2CC(c3ccc(Cl)cc3)n3nc(N)nc3N2)cc1 (stereo not given)	19.3	115.9	96.5
C#CCN(C)Cc1ccccc1	10.5	98.5	88.0
COc1cccc(C2c3c(oc4ccccc4c3=O)C(=O)N2CCCN2CCOCC2)c1 (stereo not given)	5.1	82.2	77.1
CC1CC(C(O)c2ccccn2)C(=O)C(C(O)c2ccccn2)C1 (stereo not given)	-9.6	83.9	93.5
COc1ccc(N2CCN(Cc3nc4c(c(=O)n(C)c(=O)n4C)n3CCc3ccccc3)CC2)cc1	7.8	93.9	86.2
CCn1cc(C(=O)NC2CCCC2)c(=O)c2cc(S(=O)(=O)N3CCOCC3)ccc21	6.4	85.6	79.2

Overlap with the part before: 4 entries, followed by the next part.
SMILES	MRP reversal	MRP reversal cytotoxicity	MRP reversal with doxorubicin
COc1cccc(C2c3c(oc4ccccc4c3=O)C(=O)N2CCCN2CCOCC2)c1 (stereo not given)	5.1	82.2	77.1
CC1CC(C(O)c2ccccn2)C(=O)C(C(O)c2ccccn2)C1 (stereo not given)	-9.6	83.9	93.5
COc1ccc(N2CCN(Cc3nc4c(c(=O)n(C)c(=O)n4C)n3CCc3ccccc3)CC2)cc1	7.8	93.9	86.2
CCn1cc(C(=O)NC2CCCC2)c(=O)c2cc(S(=O)(=O)N3CCOCC3)ccc21	6.4	85.6	79.2
CCOc1c(C)cc2[nH]c(CCC(=O)O)nc2c1C	-27.7	90.6	118.3
COc1ccc(-n2ncc3c(N4CCC(C)CC4)ncnc32)cc1	3.3	60.9	57.7
Cc1ccc2cc(CN(CC3CCCO3)C(=O)c3ccco3)c(=O)[nH]c2c1C (stereo not given)	-0.4	107.3	107.8
Oc1c(C(c2ccccc2)N2CCCCC2)sc2ncnn12 (stereo not given)	-17.3	68.3	85.6
C=CCOc1nc2c(c(=O)n(C)c(=O)n2C)n1Cc1ccc(Cl)cc1	-1.5	74.6	76.1
O=C(C1CCN(S(=O)(=O)c2cccc3cccnc23)CC1)N1CCN(Cc2ccccc2)CC1	10.5	96.0	85.5
CC(C)Oc1ccc(/C(O)=C2/C(=O)C(=O)N(CCCN3CCOCC3)C2c2ccncc2)cc1 (stereo not given)	5.2	102.1	96.9
COc1ccc(-c2cc(C(F)(F)F)nc(N3CCN(c4ccccc4)CC3)n2)cc1OC	20.8	65.1	44.3
Cn1c(Cn2c(=O)sc3ccccc32)nnc1SCC(=O)NCc1ccc(F)cc1	0.9	99.1	98.3
O=c1c2ccccc2n(Cc2ccc(Cl)cc2)c(=O)n1Cc1ccco1	-9.3	70.0	79.3
COC(=O)c1ccc2c(c1)N(Cc1nc(-c3ccc(Cl)cc3)oc1C)C(=O)C1CCCN21 (stereo not given)	-9.0	14.5	23.5
COc1cccc2sc(=NC(=O)c3ccc(S(=O)(=O)N4CCOCC4)cc3)n(C)c12	-0.2	69.7	69.9
CO[C@@]1(NC(=O)CSCC#N)C(=O)N2C(C(=O)O)=C(CSc3nnnn3C)CS[C@@H]21	-9.1	87.2	96.3
CCCCCCCC(=O)OCC(=O)[C@@]1(O)CC[C@H]2[C@@H]3CCC4=CC(=O)CC[C@]4(C)[C@H]3[C@@H](O)C[C@@]21C	6.1	99.5	93.3
O=c1c2c3nc4ccccc4nc3n(CCN3CCOCC3)c2ncn1CCN1CCOCC1	2.1	85.4	83.3
Cn1cc(C2NC(=O)c3c(sc4c3CCCC4)N2)c2ccccc21 (stereo not given)	-27.2	28.0	55.2
CCn1c(=O)c2cc(C(=O)NCc3cccs3)sc2c2ccccc21	0.5	65.0	64.5
C=CCn1c(SCC(=O)NC23CC4CC(CC(C4)C2)C3)nc(O)cc1=O	10.3	93.7	83.3
Cc1ccc(S(=O)(=O)NC(=O)Nc2ncc3c(n2)CC(c2ccco2)CC3=O)cc1 (stereo not given)	-14.9	72.9	87.8
COc1ccc(Oc2ccc(S(=O)(=O)N3CCCCC3)cc2S(=O)(=O)N2CCCCC2)cc1	-3.5	94.5	98.0
Cn1c(Cn2c(=O)sc3ccccc32)nnc1SCC(=O)Nc1ccccc1F	10.5	103.2	92.6
Cn1nc(-c2ccc(Cl)cc2)c2cc(C(=O)N3CCC(N4CCCCC4)CC3)sc21	4.5	68.5	64.0
COc1ccc(N2CCN(CCNC(=O)c3cccn4c(=O)c5ccc(Cl)cc5nc34)CC2)cc1	-6.8	49.1	55.9
CC1CN(c2ccc(Oc3ccccc3)cc2)c2nc3c(c(=O)n(CC(N)=O)c(=O)n3C)n2C1 (stereo not given)	-27.3	49.1	76.5
Cc1cccc(Nc2ccccc2C(=O)O)c1C	1.3	100.5	99.2
Cc1cc(NCc2ccco2)nc2cc(O)ccc12	3.7	84.9	81.2
CCn1ncc(Br)c1C(=O)Nc1ccccc1C(=O)OC	-6.4	78.5	85.0
